Bioassay records from PubChem.
GPR151 ag – activates the human receptor GPR151; PathHunter beta-arrestin GPR151 cells, luminescence; activation, % at 11.2 µM; AID 1508602; hit rate 1% among 650,000; Q8TDV0; in the data active means activation above about 4.9%;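 further: 0% = median of compound wells and 100% = cells with positive control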
Target sequence (Q8TDV0 whole entry, looked up): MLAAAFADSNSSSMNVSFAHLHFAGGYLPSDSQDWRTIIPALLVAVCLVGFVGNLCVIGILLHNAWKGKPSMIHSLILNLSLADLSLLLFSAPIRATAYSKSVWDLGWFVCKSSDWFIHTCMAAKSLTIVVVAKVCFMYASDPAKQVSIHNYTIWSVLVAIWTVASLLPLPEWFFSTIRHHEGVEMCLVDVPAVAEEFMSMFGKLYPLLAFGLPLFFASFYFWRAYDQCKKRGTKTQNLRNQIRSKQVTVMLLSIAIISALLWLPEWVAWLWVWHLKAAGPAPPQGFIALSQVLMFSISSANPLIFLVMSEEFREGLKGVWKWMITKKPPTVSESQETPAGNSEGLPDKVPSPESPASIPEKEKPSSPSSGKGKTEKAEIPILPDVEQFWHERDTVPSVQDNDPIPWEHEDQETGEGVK
FBW7 act – human FBW7 E3 ligase activation, primary screen. Q969H0. AlphaScreen FBW7–phospho-cyclin E peptide binding, activator screen. normalized activity (activation), % at 26.1 µM. hit rate 0.13% among 650,000; in the data active means normalized activity above about 1.9%;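 further: purified mutant Fbw7 with reduced substrate affinity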
TEAD-YAP inh – TEAD-YAP interaction inhibition; hit rate 1.4% among 640,000; HEK-TIYL cells, TEAD-Gal4/YAP UAS-luciferase luminescence; inhibition, % at 9.12 µM; AID 1259422; in the data active means inhibition above about 32%;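 further: 0% = median of test compound wells and 100% = reference inhibitor wells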
MITF inh – blocks human microphthalmia-associated transcription factor | O75030 | AlphaScreen MITF homodimerization, bead proximity signal | inhibition, % at 2.6 µM | hit rate 0.91% among 650,000 | AID 1259374; in the data active means inhibition above about 50%;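 further: 0% = vehicle wells with protein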
Target sequence (O75030 whole entry, looked up): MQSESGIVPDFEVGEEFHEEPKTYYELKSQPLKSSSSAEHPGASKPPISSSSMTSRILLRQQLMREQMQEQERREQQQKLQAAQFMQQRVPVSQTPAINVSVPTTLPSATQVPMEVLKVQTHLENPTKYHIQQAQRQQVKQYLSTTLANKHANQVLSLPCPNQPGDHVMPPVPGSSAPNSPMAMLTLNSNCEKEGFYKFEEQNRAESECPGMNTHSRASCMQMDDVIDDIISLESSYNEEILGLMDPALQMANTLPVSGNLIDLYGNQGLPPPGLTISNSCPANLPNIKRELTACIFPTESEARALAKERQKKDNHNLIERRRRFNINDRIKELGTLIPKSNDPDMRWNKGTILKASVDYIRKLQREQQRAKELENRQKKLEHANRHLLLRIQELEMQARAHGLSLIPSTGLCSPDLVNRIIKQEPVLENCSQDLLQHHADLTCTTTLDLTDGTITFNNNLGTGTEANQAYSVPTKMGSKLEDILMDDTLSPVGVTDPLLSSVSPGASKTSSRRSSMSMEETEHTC
* = called active by the depositor.

Every second line gives: GPR151 ag	FBW7 act	TEAD-YAP inh	MITF inh
- CCOC(=O)c1nc(Nc2ccc(Oc3ccc4c(c3)C(=O)N(c3ccccc3C(F)(F)F)C4=O)cc2)c2ccccc2n1
    -0.5	0.1	-7	2
- Cc1cc(C)c2cc(CN(CCO)S(=O)(=O)c3ccccc3F)c(=O)[nH]c2c1
    1.4	0.1	-3	-14
- CCN(CC(=O)N1CCN(C)CC1)S(=O)(=O)c1ccc2ccccc2c1
    1.0	-0.2	8	13
- CC1CCN(Cc2ccc(-c3nnn(CC(=O)Nc4ccc(F)cc4)n3)cc2)CC1
    -0.1	0.1	0	88*
- O=[N+]([O-])c1ccc(-c2cnc(N/N=C/c3cccc([N+](=O)[O-])c3)nc2)cc1
    0.8	0.0	-1	-1
- CCC(C)NC(=O)C1CCN(S(=O)(=O)N2CCOCC2)CC1 (stereo unspecified)
    4.8	0.0	-4	-4
- Cc1cc2nc3s/c(=C/c4cc5c(cc4Br)OCO5)c(=O)n3c2cc1C
    1.5	0.1	0	-5
- Fc1ccc(NC(=S)NCCCN2CCOCC2)cc1
    0.4	0.0	2	9
- O=C1OC(/C=C/c2ccc(Cl)cc2)=NC/1=C/c1ccccc1F
    -0.8	0.0	-4	-9
- O=C(Cn1c2ccccc2c(=O)c2ccccc21)Nc1ccc(Br)cn1
    -0.7	-0.2	-12	-10
- C=CCN1C(=O)/C(=c2\sc3nc(-c4ccc(F)cc4)nn3c2=O)c2ccccc21
    -0.7	0.1	4	4
- O=C(N1CCN(Cc2ccccc2)CC1)C12CC3CC(CC(O)(C3)C1)C2
    1.0	-0.1	-3	53*
- COCCNC(=O)c1ccccc1NS(=O)(=O)c1ccc([N+](=O)[O-])cc1
    1.6	0.9	10	16
- COCCOC(=O)C1=C(C)Nc2ccccc2S1
    1.5	-0.1	-3	-4
- COc1cc2nc(C3CCC3)n(NC(=O)c3ccc(F)cc3F)c(=O)c2cc1OC
    -0.1	0.2	-7	3
- COc1ccc(C(=O)Nc2nc3c(C)cccc3s2)cc1
    -0.2	0.0	-37	12
- O=C(CCBr)NC(=O)Oc1cccc2ccccc12
    1.1	0.0	3	-1
- Cc1cccc(-c2noc(CNC(=O)COc3ccccc3C)n2)c1
    -0.2	0.2	-8	4
- CCC(C)NC(=O)c1ccc2nc(NC(=O)c3ccc([N+](=O)[O-])cc3)sc2c1 (stereo unspecified)
    8.8*	0.1	3	13
- Cc1cc2c(cc1S(=O)(=O)NCC(C)c1ccccc1)n(C)c(=O)c(=O)n2C (stereo unspecified)
    1.1	-0.2	-7	1
- CCOC(=O)c1cc(CC)sc1NC(=O)c1ccc2c(c1)OCO2
    -0.7	0.6	11	14
- O=C1CCCC2=C1C(c1cccc(F)c1)c1c([nH]c(=S)[nH]c1=O)N2 (stereo unspecified)
    2.1	0.2	-10	3
- O=C(Nc1ccc(OCc2ccccc2)cc1)Nc1cccc([N+](=O)[O-])c1
    -1.8	0.0	4	3
- Cc1cc(C=C(C(N)=O)C(N)=O)c(C)cc1C=C(C(N)=O)C(N)=O
    0.1	0.1	0	1
- COc1ccc(C(=O)NC(CC(=O)O)c2ccc(F)cc2)cc1OC (stereo unspecified)
    -0.5	0.0	2	7
- COCCNC(=O)c1cnn2c1NC(c1ccc(Br)cc1)CC2C(F)(F)F (stereo unspecified)
    -0.7	0.2	5	3
- O=C(CNC(=S)N(Cc1ccc(F)cc1)C1CCCCC1)N1CCCC1
    -0.3	-0.1	-22	-8
- CC(C)S(=O)(=O)N1CC[C@@H]2[C@H](CCCN2C(=O)C(C)(C)C)C1
    -1.6	-0.1	-15	1
- CCOc1ccccc1NC(=O)Cn1c(=O)n(Cc2ccccc2)c(=O)c2cccnc21
    0.4	0.0	-9	7
- CS(=O)(=O)c1ccc(C(=O)OCc2nnc(-c3ccc(Cl)cc3)o2)cc1[N+](=O)[O-]
    -0.5	0.1	8	5

6 records drawn at random from the list so far:
Every second line gives: GPR151 ag	FBW7 act	TEAD-YAP inh	MITF inh
- Cc1cccc(-c2noc(CNC(=O)COc3ccccc3C)n2)c1
    -0.2	0.2	-8	4
- CCC(C)NC(=O)c1ccc2nc(NC(=O)c3ccc([N+](=O)[O-])cc3)sc2c1 (stereo unspecified)
    8.8*	0.1	3	13
- CS(=O)(=O)c1ccc(C(=O)OCc2nnc(-c3ccc(Cl)cc3)o2)cc1[N+](=O)[O-]
    -0.5	0.1	8	5
- Cc1cc(C=C(C(N)=O)C(N)=O)c(C)cc1C=C(C(N)=O)C(N)=O
    0.1	0.1	0	1
- CCOc1ccccc1NC(=O)Cn1c(=O)n(Cc2ccccc2)c(=O)c2cccnc21
    0.4	0.0	-9	7
- O=C(CCBr)NC(=O)Oc1cccc2ccccc12
    1.1	0.0	3	-1

The list goes on.
Every second line gives: GPR151 ag	FBW7 act	TEAD-YAP inh	MITF inh
- CCc1ccc2c(c1)C(c1cccnc1)=NNC(c1cccnc1)=N2
    0.3	0.0	10	-1
- CCOC(=O)C1=C(C)N=c2s/c(=C\c3ccc(SC)cc3)c(=O)n2C1c1ccc(OCC)c(OCC)c1 (stereo unspecified)
    -0.3	-0.1	-5	-8
- NS(=O)(=O)c1ccc(CCNC(=O)CSc2nc3ccsc3c(=O)n2CCCC(=O)NCc2ccc3c(c2)OCO3)cc1
    -0.9	-0.1	8	7
- COc1cc(C)ccc1Oc1nnnn1-c1ccccc1
    -1.6	0.6	5	-3
- Cc1ccc2nc(NC(=O)c3ccc(C)c([N+](=O)[O-])c3)sc2c1
    2.7	-0.1	-20	-5
- COCCn1nnnc1C(c1ccccc1)N1CCN(C2CCCC2)CC1 (stereo unspecified)
    -1.5	0.3	-2	9
- O=C(Oc1ccc2oc(=O)sc2c1)c1ccc(Cl)cc1Cl
    0.3	-0.1	0	1
- COc1ccccc1CNC(=O)c1cc(-c2ccccc2)n[nH]1
    3.8	0.0	-8	0
- COc1ccccc1C(=O)Nc1ccc(-c2csc(C)n2)cc1
    -4.7	-0.1	-9	14
- CC(=O)N1CCN(c2nc(-c3ccccc3Cl)c3cc(Br)ccc3n2)CC1
    -0.1	0.0	-1	3
- CCOc1cc(-c2nc3cnccn3c2NCC2CCCO2)ccc1O (stereo unspecified)
    -0.1	0.0	0	9
- CCNCC1Cc2ccccc2O1 (stereo unspecified)
    -0.6	0.9	-12	32
- COCCSc1ccccc1C(=O)Nc1nnc(COc2ccc(Cl)cc2)s1
    0.1	0.6	1	34
- Cc1cc(C)nc(/N=C(/NC(=O)CN2C(=O)c3ccccc3C2=O)Nc2ccc(F)cc2F)n1
    -0.5	0.1	3	10
- O=C(NCc1ccco1)C(C(=O)c1ccccc1)n1cc(Cl)ccc1=O (stereo unspecified)
    -0.8	0.0	-2	13
- COc1ccc(OCC(=O)NNCc2ccccc2O)cc1
    -0.5	0.0	-9	-4
- O=C(Cn1c2ccccc2c(=O)c2cc([N+](=O)[O-])ccc21)Nc1ccc(Cl)cc1
    -0.3	0.0	11	8
- Cc1cccn2c(=O)c(/C=C(\C#N)C(=O)NC3CCCCC3)c(Oc3ccccc3)nc12
    0.1	0.1	13	-11
- O=C(Nc1ccc([N+](=O)[O-])cc1)c1cccc(N2C(=O)c3ccc([N+](=O)[O-])cc3C2=O)c1
    2.0	0.1	-5	11
- COc1ccc(N2C(=O)CC(N(CCc3ccc(OC)c(OC)c3)C(=O)c3ccc(Cl)cc3)C2=O)cc1 (stereo unspecified)
    1.2	-0.1	-2	7
- CC1CCN(C(=O)CN(c2ccccc2F)S(C)(=O)=O)CC1
    -0.7	0.4	4	0
- O=C(NCCCN1CCCC1=O)c1ccc(Cl)c(Cl)c1
    -0.1	0.1	-3	3
- Cc1ccccc1NC(=O)CCC(=O)OCC(=O)c1ccc(C)c([N+](=O)[O-])c1
    0.4	0.1	0	3
- CCN1CCCC(CN(C)c2nc3nonc3nc2NCCOC)C1 (stereo unspecified)
    -0.8	0.1	0	9
- O=C(CN1C(=O)C2CCCN2C(=O)c2ccccc21)NC1CCCC1 (stereo unspecified)
    1.9	-0.3	10	-5
- CC(=O)Nc1nnc(SCC(=O)Nc2ccc(OC(F)(F)F)cc2)s1
    -1.3	0.1	-1	2
- COc1ccc(OC)c(S(=O)(=O)N2CCN(CC(=O)c3ccco3)CC2)c1
    6.8*	0.1	3	3
- Nc1nonc1-c1nc2ccccc2n1Cc1cccc(I)c1
    -0.8	0.1	31	11
- COC(=O)c1ccc(/C=N\NC(=O)Cc2cccs2)cc1
    -0.5	0.0	-15	11
- O=C(O)c1cccc(N2C(=O)Nc3ccccc3N2O)c1
    0.4	-0.1	-6	-3

Part of the list above, as tab-separated lines:
mol	GPR151 ag	FBW7 act	TEAD-YAP inh	MITF inh
O=C(Nc1ccc([N+](=O)[O-])cc1)c1cccc(N2C(=O)c3ccc([N+](=O)[O-])cc3C2=O)c1	2.0	0.1	-5	11
COc1ccc(N2C(=O)CC(N(CCc3ccc(OC)c(OC)c3)C(=O)c3ccc(Cl)cc3)C2=O)cc1 (stereo unspecified)	1.2	-0.1	-2	7

More records:
Every second line gives: GPR151 ag	FBW7 act	TEAD-YAP inh	MITF inh
- COCCn1nnnc1C(c1cc2cccc(C)c2[nH]c1=O)N1CCN(C)CC1 (stereo unspecified)
    -0.2	-0.1	-1	-14
- O=C(Nc1cccc(-c2nc3ccccc3s2)c1)c1ccc(S(=O)(=O)N2CCCCCC2)cc1
    2.5	0.3	-1	0
- CCn1c(C)cc(O)c(C(c2cccc(OC)c2)N2CCN(c3ccccc3F)CC2)c1=O (stereo unspecified)
    0.4	0.1	-1	-9
- O=C(COc1ccccc1)Nc1ccc(N2CCC(NCc3ccco3)CC2)cc1
    1.1	0.7	0	19
- O=C1CCCc2c1cc(C(=O)Nc1cccc(F)c1)c(=O)n2-c1ccc(Cl)cc1
    2.0	-0.2	10	9
- COc1ccc([N+](=O)[O-])cc1CSc1nc2ccc(NC(=O)CSc3nc4ccc(N)cc4s3)cc2s1
    -0.9	0.4	22	18
- COc1ccc(S(=O)(=O)N2c3ccccc3CC2C)cc1OC (stereo unspecified)
    -0.5	0.0	-11	19
- Cn1c(SCc2ccncc2)nc2ccccc2c1=O
    0.1	0.0	2	-2
- Cn1c(=O)c2c(SCCN3CCOCC3)nc(-c3ccccc3Cl)nc2n(C)c1=O
    1.4	-0.3	-8	3
- CCOC(=O)C1CCN(C(=S)NC2CCCC2)CC1
    0.0	0.1	-7	3
- COc1cc(NC(=O)c2cc3nc(-c4ccc(C)cc4)cc(C(F)(F)F)n3n2)cc([N+](=O)[O-])c1
    1.8	0.6	2	13
- COc1ccc(C(=O)Nn2c(SCC(=O)N3CCN(c4ccccc4)CC3)nc3ccccc3c2=O)cc1
    1.4	0.2	77*	-5
- CN1CCN(C(=O)c2ccc(-c3cncc(C(=O)NCCc4ccc(O)cc4)c3)cc2)CC1
    -0.2	-0.1	1	-5
- CC1=C(C(=O)N2CCOCC2)C(c2cccc(Cl)c2)NC(=O)N1 (stereo unspecified)
    2.4	-0.1	8	16
- O=C(Nc1ccc2oc3ccccc3c2c1)c1ccc(=O)n(Cc2ccccc2)n1
    -1.8	-0.2	-13	-1
- COc1ccc(Cl)cc1NC(=O)N1CCN(c2ccc(C(C)=O)cc2)CC1
    0.8	0.2	8	19
- CN(C(=O)c1cccc(N2C(=O)C3C4C=CC(C4)C3C2=O)c1)C1CCCCC1 (stereo unspecified)
    -2.2	0.3	5	9
- CCCCSc1nc2c(c(=O)[nH]c(=O)n2C)n1Cc1ccc(Cl)cc1
    -0.3	0.0	-3	8
- CCC1C(=O)NCCN1Cc1ccc2c(c1)CN(Cc1ccc(OCCO)cc1)CCO2 (stereo unspecified)
    0.7	0.1	1	-12
- COCC(=O)NC1(c2nnnn2CCOC(=O)Nc2ccc(Cl)cc2)CCCCC1
    0.3	0.0	-3	-15
- O=C(NCCCNc1ccc([N+](=O)[O-])cc1Cl)c1cccc(Br)c1
    -0.6	0.4	-2	-3
- Cc1nc(NC(=O)C23CC4CC(CC(C4)C2)C3)sc1C(=O)O
    -0.5	-0.1	-10	9
- Nn1cnn2c(SCc3ccccc3)nnc12
    -0.9	0.2	15	7
- O=C(Nc1cccc2c(NC(=O)c3ccc(F)c(F)c3)cccc12)c1ccc(F)c(F)c1
    0.4	0.1	8	2
- CCOC(=O)/C(C#N)=C/c1ccc(N2CCCCC2)c([N+](=O)[O-])c1
    1.3	-0.1	7	3
- O=C(COC(=O)c1ccc([N+](=O)[O-])o1)Nc1ccc(Br)cc1F
    2.4	0.7	16	9
- O=C(N[C@H]1C[C@H]2C(=O)N[C@@H](CC3CCCCC3)C(=O)N2C1)c1cc(F)c(F)cc1F
    -0.4	0.0	2	-14
- COC(=O)c1ccc(OCCOc2ccccc2C)cc1
    -0.2	0.1	-7	-9
- COc1ccc(CNC(=O)Cn2c(=S)[nH]c3ccccc3c2=O)cc1
    1.8	0.0	-10	-3
- CCOc1ccc(S(=O)(=O)Nc2ccc(O)c(Br)c2)cc1
    -0.8	0.0	-10	0
- Cc1nn(C(=O)c2ccccc2)c(C)c1Cl
    -1.7	0.0	-1	-1
- Cc1cnc(C)c(-c2ccc3c(c2)CC(CNC(=O)Cc2c(C)[nH]c4ccccc24)O3)n1 (stereo unspecified)
    -1.4	0.6	-25	-2
- CN(C)c1ccc(NC(=O)CCN2CCN(CC(=O)Nc3ccccc3Cl)CC2)cc1
    0.0	-0.3	17	13
- CC(C)(C)NC(=O)C(c1cccs1)N(Cc1ccccc1F)C(=O)c1csnn1 (stereo unspecified)
    -0.5	0.0	3	-2
- O=C(Nc1cc(F)ccc1F)C1CCCN1S(=O)(=O)c1cccc2cccnc12 (stereo unspecified)
    0.0	0.0	-2	4
- Cc1ccc(S(=O)(=O)NCCNC(=O)c2ccc([N+](=O)[O-])cc2)cc1
    -0.1	-0.1	10	-10
